# Source: PubChem
# rTrxR1 inhibitor: inhibitors of rat thioredoxin reductase 1; AID 588453; recombinant rTrxR1, NADPH fluorescence consumption, selenite substrate; 390,000 tested, 1% active; O89049; Potency, µM (doses to about 114 µM), without a hit: at the top dose activity change, negative = inhibition, most hits filed as inhibitors; note: potency is the fitted concentration of half-maximal effect; % is set by controls: 0 for no effect and ±100 for the full control effect; nearly all actives have a fitted effect of over 65% in size
#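 Rat TrxR1 (90 nM in the dispensed reagent) was pre-reduced with 400 uM NADPH for 5 min at room temperature, then incubated with compound for 15 min. After 400 uM selenite was added, NADPH fluorescence (Ex 340/Em 450 nm) was followed for 8 min.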
# Pin1 inhibitor: blocks the human prolyl isomerase Pin1; Pin1 FP peptide displacement, HiFluor488, 10 min; Potency, µM (highest dose often 115 µM), for the others: at the top dose activity, negative = inhibition, most hits filed as inhibitors; 390,000 tested, 0.009% active; AID 504891; active = well fitted inhibition curve with a large enough effect in the polarisation, with a control signal flat, not every such curve was filed as active; inconclusive = small, poorly fitted or top-dose-only effect, or effect the other way, or a change in a side signal; inactive = no such curve, though single readings can be large or run the other way; the % refers to the polarisation; note: potency is the fitted concentration of half-maximal effect; % is set by controls: 0 for no effect and ±100 for the full control effect
# Target sequence (Q13526 whole entry, looked up): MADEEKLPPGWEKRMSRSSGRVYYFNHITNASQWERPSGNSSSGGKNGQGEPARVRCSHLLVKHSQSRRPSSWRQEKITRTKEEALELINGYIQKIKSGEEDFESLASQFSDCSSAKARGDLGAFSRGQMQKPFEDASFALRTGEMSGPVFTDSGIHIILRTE
# TRHR ag: TRH receptor (human) agonism | P34981 | TRHR cells, calcium flux fluo-8, FDSS agonist mode | activation, % at 2 µM | 360,000 tested, 0.18% active | AID 493084; in the data active = activation above about 30%; note: 0% is about no effect
# Target sequence (P34981 whole entry, looked up): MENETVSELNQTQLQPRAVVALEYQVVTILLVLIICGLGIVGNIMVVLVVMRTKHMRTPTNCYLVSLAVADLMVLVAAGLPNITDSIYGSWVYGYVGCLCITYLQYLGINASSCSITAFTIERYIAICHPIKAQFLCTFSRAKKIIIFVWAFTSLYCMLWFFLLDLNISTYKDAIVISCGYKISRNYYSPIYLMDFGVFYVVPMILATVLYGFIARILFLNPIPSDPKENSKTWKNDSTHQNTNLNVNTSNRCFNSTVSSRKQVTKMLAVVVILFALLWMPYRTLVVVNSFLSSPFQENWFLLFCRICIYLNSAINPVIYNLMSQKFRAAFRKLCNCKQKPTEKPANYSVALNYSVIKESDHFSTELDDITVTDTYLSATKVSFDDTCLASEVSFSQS
#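 TRHR-expressing cells, plated overnight in medium with 10% serum, were loaded with fluo-8 calcium dye at room temperature. After a 10 s baseline, library compound was pin-added and calcium release was recorded kinetically (ex 480/em 530) as agonist response.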
# IDH1 R132H inh: blocks human mutant IDH1 R132H enzyme. 390,000 tested, 0.093% active. O75874. AID 602179. IDH1-R132H enzyme, NADPH consumption, diaphorase/resazurin fluorescence. Potency, µM (highest dose often 76.6 µM), inactives show at the top dose activity change, negative = inhibition, usual class: inhibitors; note: potency is the fitted concentration of half-maximal effect; % is set by controls: 0 for no effect and ±100 for the full control effect; nearly all actives have a fitted effect of over 65% in size
# Target sequence (O75874 whole entry R132H, stated change not applied): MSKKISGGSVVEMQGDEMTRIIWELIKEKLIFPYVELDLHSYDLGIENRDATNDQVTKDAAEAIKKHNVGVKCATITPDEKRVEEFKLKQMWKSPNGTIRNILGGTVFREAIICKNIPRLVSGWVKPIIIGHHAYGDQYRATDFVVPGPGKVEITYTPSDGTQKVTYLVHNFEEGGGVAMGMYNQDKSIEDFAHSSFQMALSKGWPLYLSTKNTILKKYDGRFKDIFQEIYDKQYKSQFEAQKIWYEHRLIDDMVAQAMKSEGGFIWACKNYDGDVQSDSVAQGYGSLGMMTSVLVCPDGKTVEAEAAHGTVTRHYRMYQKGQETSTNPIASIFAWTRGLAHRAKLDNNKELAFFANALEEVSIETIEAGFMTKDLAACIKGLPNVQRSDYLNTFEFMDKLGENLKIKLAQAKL
#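 IDH1-R132H (0.5 ug/mL) preincubated 30 min with compound, then NADPH (0.016 mM) and alpha-KG (2 mM) added; 80 min at RT, pH 7.5. Remaining NADPH coupled via diaphorase/resazurin to fluorescence (540/590 nm); concentration-response curves normalized to no-enzyme control.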
# D2 ag: activates the human D2 dopamine receptor; activation, % at 2 µM; 340,000 tested, 0.53% active; HEK293 T-REx D2 cells, calcium flux agonist mode;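 active = activation over 3 SD above normal in the single-dose calcium agonist read, cut at about 30% in these data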; note: 0% is about no effect
#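 Tetracycline-induced HEK293 T-REx cells with force-coupled D2 receptor, plated overnight at 30 C, loaded with no-wash calcium dye. After a 10 s baseline, compound was pin-added and calcium flux read kinetically for 180 s; calcium rises flagged agonists.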
# TrxR1 substrate: is turned over as a substrate by rat TrxR1 | purified TrxR1 substrate turnover, NADPH consumption readout | Potency, µM (titrated, usually from 114 µM), without a hit: at the highest dose activity change, negative = substrate turnover | 390,000 tested, 0.01% active | AID 588456; note: potency is the fitted concentration of half-maximal effect; % is set by controls: 0 for no effect and ±100 for the full control effect; nearly all actives have a fitted effect of over 50% in size
#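 Rat TrxR1, dispensed at 90 nM, was prereduced with 400 uM NADPH (final) for 5 min at ~22 deg C, then incubated with compound 15 min before 400 uM selenite. A first-read NADPH fluorescence drop versus no-compound background flagged substrates.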
# D2 antagonist: antagonists of human D2 dopamine receptor | P14416 | HEK293 TREx D2 cells, calcium flux, dopamine EC80 | inhibition, % at 10 µM | 340,000 tested, 2% active | AID 485344; in the data active = inhibition above about 30%; note: 0% is about no effect
#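 Tetracycline-induced HEK293 TREx cells expressing D2 receptor forced-coupled to calcium signalling, loaded with no-wash calcium dye. Compounds added and calcium flux read 180 s, then dopamine added at EC80 and read a further 180 s.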
# TRHR enhancer: TRH receptor (human) allosteric enhancement. P34981. TRHR cells, fluo-8 calcium fluorescence, EC20 TRH enhancement. enhancement, % at 2 µM. 360,000 tested, 0.66% active. AID 493056; in the data active = enhancement above about 30%; note: 0% is about no effect
#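 TRHR-expressing cells loaded with fluo-8 calcium dye were read kinetically (ex 480/em 530) during compound addition, then stimulated with an EC20 of TRH (10 nM final). Enhancement of the Gq-mediated intracellular calcium response was scored.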
# USP1-UAF1 inh: inhibitors of human USP1/UAF1 deubiquitinase. recombinant USP1/UAF1, Ub-Rhodamine cleavage fluorescence. Potency, µM (titrated, usually from 57.1 µM), for inactives: at the top dose activity change, negative = inhibition, usual class: inhibitors. 390,000 tested, 0.23% active. AID 743255; note: potency is the fitted concentration of half-maximal effect; % is set by controls: 0 for no effect and ±100 for the full control effect; nearly all actives have a fitted effect of over 60% in size; inactives centre near -12
#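 1 nM enzyme complex + cpd, 15 min RT; start with Ub-Rho 150nM final; kinetic fluorescence ex 480/em 540, 6 reads q60 s. Buffer 50mM HEPES pH 7.8, 0.5mM EDTA, 0.1 mg/ml BSA, 1mM TCEP, 0.01% Tween-20.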
# Active calls of the source: *; ? = inconclusive; . = not tested or not shown; [ ] = remark or other dose. Unless noted, calls come from the whole dose curve; as a rule, active = well fitted inhibition curve with a large enough effect; inconclusive = small, poorly fitted or top-dose-only effect; inactive = no such curve, though single readings can be large or run the other way.
SMILES,rTrxR1 inhibitor,Pin1 inhibitor,TRHR ag,IDH1 R132H inh,D2 ag,TrxR1 substrate,D2 antagonist,TRHR enhancer,USP1-UAF1 inh
Cc1ccc(-c2nc(CS(=O)CC(=O)NCCCN3CC(C)CC(C)C3)c(C)o2)cc1 (configuration not stated),21%[57.1 µM],13%,-0.2,-2%,0.5,14%[57.1 µM],-3,-2,-15%
CCCCS(=O)c1c(O)c2ccccc2[nH]c1=O (configuration not stated),16%,-8%,0.6,20%,-0.5,5%[57.1 µM],0,2,0%
Cc1cccc(NC(=O)CSc2nc(N)c(NC(=O)c3cccs3)c(=O)[nH]2)c1,26%[57.1 µM],5%,0.0,5%,0.5,2%[57.1 µM],-5,4,-1%
COC(=O)c1ccc(CSc2nc3c([nH]c4ccccc43)c(=O)n2-c2ccc(Cl)cc2)o1,13%[57.1 µM],17%,-0.1,15%,-1.0,3%[57.1 µM],.,3,-29%
O=[N+]([O-])c1ccc(C2CCCC/C2=N/OCc2ccccc2F)c([N+](=O)[O-])c1 (configuration not stated),9%[57.1 µM],-10%,.,5%,.,8%[57.1 µM],.,.,-17%
COc1ccc(C(=O)NCC2CCCN2S(=O)(=O)c2cccs2)cc1 (configuration not stated),-8%,6%,-0.7,10%,-0.4,-4%,.,6,1%
CNC(=S)N(Cc1cc2cc(C)cc(C)c2[nH]c1=O)C1CCCC1,6%[57.1 µM],1%,0.2,-2%,.,11%[57.1 µM],.,7,-7%
Cc1cc(NC(=O)CSc2nc3ccsc3c(=O)n2CCCC(=O)NCCc2ccccc2)no1,7%[57.1 µM],5%,-1.4,-1%,0.2,-4%[57.1 µM],-8,18,?
Cc1ccc2c(C)c(C(=O)NCC(c3ccc(Cl)cc3)N3CCOCC3)oc2c1 (configuration not stated),-13%,?,0.1,-11%,-1.5,1%,.,4,?
CC(=O)c1c(C)[nH]c(C(=O)OCC(=O)c2ccc(C)s2)c1C,-1%,0%,-0.4,23%,-0.8,-4%,7,19,-9%
CC1(C)Cc2nc3sc4c(NCCO)ncnc4c3cc2CS1,13%,?,-0.2,11%,0.9,39%[activator],2,1,-13%
COC(=O)c1sccc1-n1cccc1C(=O)NCc1ccccc1,10%[57.1 µM],0%,0.3,1%,0.5,-9%,-4,6,-12%
Cc1[nH]c(=O)c(C#N)c2c1COC(C)(C)C2,21%[57.1 µM],-8%,0.0,7%,1.5,43%,13,3,-5%
COc1ccc(NC(=O)CCc2nc(-c3ccc(C)cc3)no2)cc1Cl,18%,?,-0.4,2%,0.2,7%[57.1 µM],-3,-6,-14%
N=C1/C(=C\c2ccc(OC(=O)c3ccco3)cc2)C(=O)N=C2SC=NN12,0%[57.1 µM],24%,0.2,-1%,-0.2,-6%,1,0,-9%
CN(C)c1ccc(CN(C(=O)COc2ccccc2)C2CCS(=O)(=O)C2)cc1 (configuration not stated),-6%,0%,0.1,12%,-5.1,2%,-29,2,-11%
CCC(C)c1ccc(OCC(=O)Nc2ccc(CN3CCOCC3)cc2)cc1 (configuration not stated),-10%,-14%,0.6,7%,1.0,-10%,-5,8,-10%
N#C/C(=C/c1ccc(O)cc1)C(=O)NCc1ccc(Cl)cc1,24%[57.1 µM],0%,2.3,1%,-0.3,-11%,-6,13,-8%
CC(C)CN(C(=O)COC(=O)c1ccccc1SCC(=O)NC1CCCCCC1)C1CCS(=O)(=O)C1 (configuration not stated),11%,2%,0.3,2%,0.7,1%,4,2,-21%
CCOC(=O)C1(CCCc2ccccc2)CCN(S(=O)(=O)N(C)C)CC1,29%,-10%,0.1,5%,2.0,0%,6,1,-16%
Cc1c(NC(=O)C(C)OC(=O)/C=C/c2ccc(OC(F)F)cc2)c(=O)n(-c2ccccc2)n1C (configuration not stated),-10%,-4%,-1.0,4%,0.3,-15%,-12,1,-1%
Cn1c(=O)[nH]c(=O)c2c1nc(NC1CCCCC1)n2CC(=O)NC1CCCCC1,.,.,-1.2,.,0.4,.,-16,-1,.
COc1cc(/C=N/NC(=O)c2cccnc2)cc2c1OCO2,9%,-3%,0.1,16%,0.3,-9%,5,-4,-1%
COc1cccc(-c2nn(-c3ccccc3)cc2C(=O)OCC(=O)Nc2ncc(Cl)cc2Cl)c1,-22%,19%,0.3,-1%,0.1,-4%,8,3,-10%
c1ccc(Cn2nnnc2C(c2cccs2)N2CCc3ccccc3C2)cc1 (configuration not stated),4%[57.1 µM],33%[activator],-0.2,8%,-0.1,5%[57.1 µM],15,-6,-20%
CCCCN1CC(c2nc3ccccc3n2CCCCOc2c(C)cccc2C)CC1=O (configuration not stated),0%,-1%,0.9,10%,1.6,-7%,.,0,?
O=C(COC(=O)c1ccccc1O)NCCCc1ccccc1,-13%[57.1 µM],1%,-0.5,3%,-0.8,2%[57.1 µM],-2,0,3%
CCn1c(=O)c([N+](=O)[O-])c(NC2CCS(=O)(=O)C2)c2ccccc21 (configuration not stated),15%,-9%,0.2,1%,-0.2,-4%,-9,-7,-6%
COc1cc(C2c3c([nH]c(=O)[nH]c3=O)Nc3ccc4ccccc4c32)cc(OC)c1OC (configuration not stated),-8%[57.1 µM],.,0.1,2%,0.4,13%[57.1 µM],-4,-4,9%
O=C(O)C1CCCN(C(=O)c2cccc3ccccc23)C1 (configuration not stated),22%,-3%,-0.2,0%,-0.2,1%,-3,3,-16%
CN(c1ccc(C(=O)Nc2cccc(O)c2)cc1)S(=O)(=O)c1ccccc1,14%,?,0.5,10%,0.7,-4%,2,-2,-21%
O=C(Nc1nccs1)c1ccc(S(=O)(=O)N2CCCCC2)cc1,14%,0%,-0.7,15%,2.0,6%,-3,-2,-4%
O=C(CSc1ccc2ccccc2c1)Nc1ncccn1,4%,-2%,-0.1,2%,0.4,-13%,16,-11,-8%
Cn1cnc2c(cnn2C)c1=N,9%,-13%,.,-9%,.,4%,.,.,-11%
COc1ccc(CCNC(=O)CCC(=O)NC2CCCCC2)cc1OC,28%,-4%,0.4,14%,-0.2,8%,0,-1,-15%
CN1\C(=C/C=C/C=C/C=[N+](C)C)C(C)(C)c2ccccc21,?,?,142*,46µM*,47*,-8%,63*,47*,25µM*
O=S(=O)(CC(O)COc1ccccc1Cl)c1ccccc1 (configuration not stated),12%[57.1 µM],-1%,-0.8,6%,-0.4,11%[57.1 µM],2,6,-16%
COCCN(CC(=O)NC1CCCCC1)C(=O)CCCC(=O)Nc1ccccn1,18%,1%,0.2,3%,0.3,5%,-13,1,-20%
COc1ccc(CNS(=O)(=O)c2c(C(=O)N3CCCCC3)c(C)n(C)c2C)cc1,19%,-4%,0.4,4%,-0.6,8%,-10,1,-24%
Cc1ccc(Nc2nc(CSc3nnnn3C)cs2)cc1,-26%,2%,-0.5,2%,0.0,-1%,1,-5,-7%

# Exported as tab-separated lines: entries from further up
compound	rTrxR1 inhibitor	Pin1 inhibitor	TRHR ag	IDH1 R132H inh	D2 ag	TrxR1 substrate	D2 antagonist	TRHR enhancer	USP1-UAF1 inh
COc1cc(C2c3c([nH]c(=O)[nH]c3=O)Nc3ccc4ccccc4c32)cc(OC)c1OC (configuration not stated)	-8%[57.1 µM]	.	0.1	2%	0.4	13%[57.1 µM]	-4	-4	9%
O=C(O)C1CCCN(C(=O)c2cccc3ccccc23)C1 (configuration not stated)	22%	-3%	-0.2	0%	-0.2	1%	-3	3	-16%
CN(c1ccc(C(=O)Nc2cccc(O)c2)cc1)S(=O)(=O)c1ccccc1	14%	?	0.5	10%	0.7	-4%	2	-2	-21%
O=C(Nc1nccs1)c1ccc(S(=O)(=O)N2CCCCC2)cc1	14%	0%	-0.7	15%	2.0	6%	-3	-2	-4%
O=C(CSc1ccc2ccccc2c1)Nc1ncccn1	4%	-2%	-0.1	2%	0.4	-13%	16	-11	-8%
Cn1cnc2c(cnn2C)c1=N	9%	-13%	.	-9%	.	4%	.	.	-11%
COc1ccc(CCNC(=O)CCC(=O)NC2CCCCC2)cc1OC	28%	-4%	0.4	14%	-0.2	8%	0	-1	-15%
CN1\C(=C/C=C/C=C/C=[N+](C)C)C(C)(C)c2ccccc21	?	?	142*	46µM*	47*	-8%	63*	47*	25µM*
O=S(=O)(CC(O)COc1ccccc1Cl)c1ccccc1 (configuration not stated)	12%[57.1 µM]	-1%	-0.8	6%	-0.4	11%[57.1 µM]	2	6	-16%
COCCN(CC(=O)NC1CCCCC1)C(=O)CCCC(=O)Nc1ccccn1	18%	1%	0.2	3%	0.3	5%	-13	1	-20%

# Only part of the results is shown; rates above refer to the full screens.
